Screening results (PubChem BioAssay)
Rab2A wt mod: modulators of GTP binding to Rab2A wildtype, primary screen, biochemical, dog, bead-based flow cytometry, multiplex | GTP binding activity, % at 10 µM | Ras-related protein Rab-2A (Canis lupus familiaris), P61105 | actives 0.19% (n = 190,000) | GST-Rab2 wt beads, Bodipy-GTP binding;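 active = GTP binding activity at least 20 points away from 100%, either lowered or raised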;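 also: 0% = beads with excess unlabeled GTP and 100% = no-compound control corrected for plate trend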
Bcl-B Bim block: inhibitors of Bim-Bcl-B binding, primary screen, biochemical, multiplexed, human Bcl-2 family; bead-based flow cytometry, Bim peptide-Bcl-B binding; inhibition, % at 10 µM; AID 951, 2007; actives 0.073% (n = 190,000); Bcl-2-like protein 10 (Homo sapiens), Q9HD36;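 also: 0% = tracer peptide without compound and 100% = reference inhibitor peptide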
Bcl-W Bim block: inhibitors of Bim binding to Bcl-W, primary screen, biochemical, multiplexed, bead-based flow cytometry; AID 952, 2007; inhibition, % at 10 µM; actives 0.02% (n = 190,000); Bim peptide-Bcl-W binding;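 also: 0% = bound tracer without compound and 100% = peptide blocker; higher means less fluorescent Bim peptide bound to Bcl-W beads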
Target sequence (Q92843 whole entry, looked up): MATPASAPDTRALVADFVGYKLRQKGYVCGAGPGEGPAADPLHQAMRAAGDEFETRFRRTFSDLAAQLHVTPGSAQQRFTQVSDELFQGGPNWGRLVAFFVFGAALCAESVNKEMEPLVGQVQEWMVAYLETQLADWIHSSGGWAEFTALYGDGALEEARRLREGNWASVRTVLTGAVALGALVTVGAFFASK
Bim-Bcl-XL: inhibitors of Bim-Bcl-XL binding, primary screen, biochemical, multiplexed, bead flow cytometry, human Bcl-XL; inhibition, % at 10 µM; AID 1007, 2008; actives 0.04% (n = 190,000); Bim peptide-Bcl-XL binding, fluorescence
Target sequence (Q07817 whole entry, looked up): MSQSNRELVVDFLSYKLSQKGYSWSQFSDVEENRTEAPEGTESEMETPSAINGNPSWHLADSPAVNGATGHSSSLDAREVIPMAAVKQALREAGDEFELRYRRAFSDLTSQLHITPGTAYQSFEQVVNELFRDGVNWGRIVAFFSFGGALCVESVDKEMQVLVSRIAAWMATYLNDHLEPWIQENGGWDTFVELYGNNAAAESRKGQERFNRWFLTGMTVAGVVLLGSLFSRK
HRas wt GTP: modulators of GTP binding to HRas wildtype, primary screen, biochemical, bead-based flow cytometry, multiplex; GTPase HRas (Homo sapiens), P01112; GST-Ras wt beads, Bodipy-FL-GTP binding; actives lie on both sides; GTP binding activity, % at 10 µM; actives 0.14% (n = 190,000);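 active = GTP binding activity at least 20% away from the 100% baseline, either lowered as inhibitor or raised as activator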;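 also: 0% = unlabeled GTP competition control and 100% = no-compound control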
Bcl-2 Bim block: inhibitors of Bim-Bcl-2 binding, primary screen, biochemical, multiplexed, human Bcl-2 family; AID 950, 2007; actives 0.06% (n = 190,000); Bead-based flow cytometry, Bim peptide-Bcl-2 binding; Apoptosis regulator Bcl-2 (Homo sapiens), P10415; inhibition, % at 10 µM; in the data active = inhibition above about 40%;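 also: 0% = no compound wells with probe peptide and 100% = reference peptide inhibitor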
Target sequence (P10415 whole entry, looked up): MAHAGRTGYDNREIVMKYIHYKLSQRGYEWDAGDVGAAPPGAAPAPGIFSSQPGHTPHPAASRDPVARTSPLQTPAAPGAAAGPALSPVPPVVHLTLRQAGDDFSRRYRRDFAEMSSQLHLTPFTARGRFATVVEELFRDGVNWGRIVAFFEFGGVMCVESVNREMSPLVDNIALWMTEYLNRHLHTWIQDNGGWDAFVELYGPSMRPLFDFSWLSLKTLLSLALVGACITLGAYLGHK
Cdc42 wt: modulators of GTP binding to wildtype Cdc42, primary screen, biochemical, multiplex bead flow cytometry, Bodipy-GTP. Cell division control protein 42 homolog (Homo sapiens), P60953. GST-Cdc42 beads; actives lie on both sides. percent activity (GTP binding), % at 10 µM. actives 0.2% (n = 190,000);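 active = percent activity GTP binding at least 20 points away from the 100% baseline, either down as inhibitor or up as activator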;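 also: median bead fluorescence of bound Bodipy-FL-GTP at 100 nM; 0% = excess unlabeled GTP control and 100% = no compound control; below 100% means less GTP binding so inhibitor and above means activator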
Target sequence (P60953 whole entry, looked up): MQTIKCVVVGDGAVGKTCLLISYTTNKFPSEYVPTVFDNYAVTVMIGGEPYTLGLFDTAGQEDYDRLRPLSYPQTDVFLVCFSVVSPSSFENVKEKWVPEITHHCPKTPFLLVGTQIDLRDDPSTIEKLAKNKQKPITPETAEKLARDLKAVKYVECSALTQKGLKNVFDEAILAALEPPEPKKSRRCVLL
Rac1 act GTP bind: GTP binding modulators of activated mutant Rac1, primary screen, biochemical, bead-based flow cytometry, multiplex, fluorescent GTP | actives 0.11% (n = 190,000) | percent activity (GTP binding), % at 10 µM | Ras-related C3 botulinum toxin substrate 1 (Homo sapiens), P63000 | GST-Rac1 activated beads; actives lie on both sides; 100% means binding = to untreated wells;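 active = GTP binding at least 20 percentage points away from the 100% baseline, in either direction, so actives lie on both sides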
Rab7 wt GTP bind: modulators of GTP binding to Rab7, primary screen, biochemical, wildtype, multiplex bead flow cytometry | Rab7 GTPase wild type (dog), Bodipy-FL-GTP binding | GST-Rab7 beads, fluorescent GTP binding; actives lie on both sides; untreated = 100%, excess cold GTP = 0% | GTP binding activity (percent of control), % at 10 µM | actives 0.055% (n = 190,000) | AID 758, 2007;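 active = fluorescent GTP binding to Rab7 beads changed by at least 20 points from the 100% baseline, either direction, mostly lower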;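 also: median green fluorescence of bound Bodipy-FL-GTP per Rab7 bead population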
Bim-Bfl-1: inhibitors of Bim binding to Bfl-1, primary screen, biochemical, multiplexed, bead-based flow cytometry. Bcl-2-related protein A1 (Homo sapiens), Q16548. inhibition, % at 10 µM. actives 0.12% (n = 190,000). AID 1008, 2008. Bim-Bfl-1 binding inhibition;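 also: 0% = wells without compound plus tracer and 100% = blocker peptide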
Rac1 wt modul: wildtype Rac1 GTP binding modulators, primary screen, biochemical, GST-Rac1 beads, flow cytometry, multiplex; fluorescent GTP binding; actives lie on both sides; 0 = cold GTP competed, 100 = untreated; AID 757, 2007; actives 0.27% (n = 190,000); Ras-related C3 botulinum toxin substrate 1 (Homo sapiens), P63000; GTP binding activity (% of control), % at 10 µM;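 active = GTP binding activity at least 20 points away from the 100% control level, either lower or higher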
* marks the source's active call; other numbers are inactive results. Rule as the data show it, unless noted: active = inhibition above about 40%.

SMILES | Rab2A wt mod | Bcl-B Bim block | Bcl-W Bim block | Bim-Bcl-XL | HRas wt GTP | Bcl-2 Bim block | Cdc42 wt | Rac1 act GTP bind | Rab7 wt GTP bind | Bim-Bfl-1 | Rac1 wt modul
C=C(C)c1nc(N)nc(N)n1 | 101 | -8 | 0 | -2 | 104 | -8 | 106 | 101 | 105 | -20 | 108
CCOC(=O)N1CCN(C(=O)c2ccc3c(c2)NC(=O)C(N2CCOCC2)S3)CC1 (stereo not given) | 107 | -1 | -2 | -1 | 105 | -3 | 106 | 100 | 101 | -3 | 103
C=C(C)c1cccc(C(C)(C)NC(=O)N2CCC(C)CC2)c1 | 100 | -2 | 8 | -7 | 102 | 0 | 104 | 98 | 98 | -9 | 109
Cn1c(N)c(C(=O)CCl)c(=O)n(Cc2ccccc2)c1=O | 102 | -7 | -1 | -3 | 102 | -1 | 103 | 99 | 95 | 0 | 103
Cc1cccc(C(=O)NCCN(C)C)c1 | 100 | -5 | 2 | -3 | 100 | -9 | 99 | 101 | 105 | -12 | 105
O=C(NCc1ccc(F)cc1)C(c1ccncc1)N(C(=O)c1csnn1)C1CC1 (stereo not given) | 99 | -5 | 0 | -5 | 101 | -7 | 103 | 101 | 104 | -15 | 107
O=C(COc1ncnc2ccc(Br)cc12)Nc1ccc(N2CCOCC2)cc1 | 101 | -4 | -2 | -6 | 100 | -9 | 102 | 99 | 96 | -14 | 104
CCOC(=O)c1oc2c(CN3CCCCC3C)c(O)ccc2c(=O)c1-c1ccc(OC)c(OC)c1 (stereo not given) | 103 | -6 | -6 | -10 | 100 | -8 | 100 | 98 | 102 | -7 | 102
Cc1ccc(CNC(=O)C2c3ccccc3C(=O)N3CCc4ccccc4C23)o1 (stereo not given) | 99 | -11 | -8 | -11 | 99 | -15 | 98 | 99 | 98 | -17 | 103
COc1ccc(-n2c(C)ccc2C)c([N+](=O)[O-])c1 | 99 | 3 | 2 | 5 | 101 | 0 | 102 | 95 | 102 | 5 | 99
COc1ccc(S(=O)(=O)n2nc(-c3ccc(Cl)cc3)cc2N)cc1OC | 99 | -3 | -1 | 0 | 101 | -4 | 99 | 99 | 102 | -6 | 102
CCc1ccc(-c2cc(C(=O)N3N=C(C(F)F)CC3(O)C(F)F)c3ccccc3n2)cc1 (stereo not given) | 94 | -8 | 0 | 0 | 96 | -9 | 96 | 94 | 96 | -9 | 98
COc1ccc(-c2nnn(CC(=O)NCCc3c[nH]c4ccccc34)n2)cc1OC | 101 | -3 | 1 | -1 | 102 | -2 | 104 | 101 | 101 | 0 | 103
Cc1cccc[n+]1CC(=O)Nc1ccc([N+](=O)[O-])cc1Cl | 96 | -5 | 3 | 0 | 101 | -1 | 101 | 95 | 98 | -11 | 105
NC(=O)c1ccccc1N(Cc1ccccc1)S(=O)(=O)c1ccccc1 | 98 | -3 | -3 | -7 | 99 | -6 | 94 | 95 | 109 | -8 | 100
Cc1ccc(NC(=O)Nc2nc(-c3ccc(C)s3)cs2)cc1 | 95 | -2 | 0 | 0 | 93 | -1 | 92 | 94 | 98 | 0 | 93
COC(=O)c1ccc2c(=O)n(CC3CCCO3)c(SCC(=O)Nc3ccccc3Cl)nc2c1 (stereo not given) | 101 | -3 | 7 | 4 | 101 | -2 | 100 | 99 | 101 | -7 | 102
COCCCNC(=O)CCCn1c(=O)[nH]c2ccccc2c1=O | 97 | 1 | -1 | 0 | 101 | 1 | 99 | 96 | 96 | 0 | 99
COCCNC(=O)C(c1ccccc1F)N(C(=O)C(=O)NC1CCCC1)C1CCCCC1 (stereo not given) | 98 | -7 | -2 | 0 | 100 | -5 | 98 | 96 | 104 | -5 | 102
CCc1ccc(CNCCSc2nnnn2C)cc1 | 101 | -11 | -3 | -9 | 100 | -14 | 103 | 100 | 99 | -18 | 105
Cc1cccc(N(CC(=O)NC(C)(C)C)C(=O)CNC(=O)c2cccs2)c1 | 100 | -3 | 3 | 0 | 99 | -4 | 102 | 97 | 99 | -6 | 103
O=C(CN1CCN(c2nc(-c3ccccc3)cs2)CC1)NCc1ccc2c(c1)OCO2 | 87 | -10 | 0 | -9 | 91 | -11 | 86 | 88 | 90 | -14 | 88
O=C(/C=C/c1ccc([N+](=O)[O-])cc1)N(c1ccccn1)C1CCCCC1 | 98 | -4 | 6 | 0 | 100 | 9 | 101 | 97 | 105 | 17 | 99
CC(=O)Nc1ccccc1OCc1cnc(Cl)s1 | 96 | 0 | -1 | -1 | 98 | 2 | 93 | 94 | 100 | 1 | 94
CCOc1ccc(C2CC(=O)NC3=C2C(=O)CCC3)cc1Cl (stereo not given) | 99 | -8 | -2 | -5 | 100 | -8 | 98 | 97 | 99 | -10 | 98
COc1cccc2cc(C(N)=O)oc12 | 97 | 0 | 2 | 0 | 99 | -4 | 98 | 98 | 101 | -3 | 101
COc1ccc(N2CCN(S(=O)(=O)c3cccc(C(F)(F)F)c3)CC2)cc1 | 90 | -7 | -2 | -9 | 92 | -9 | 96 | 92 | 92 | -12 | 91
COc1ccc(N2C(=O)C3C(C2=O)C2C=CC3C23CC3)c([N+](=O)[O-])c1 (stereo not given) | 101 | -4 | -3 | -3 | 101 | -1 | 102 | 99 | 107 | -6 | 105
Cc1ccc2oc(=O)c3cc(C(=O)NCCCN4CCc5ccccc5C4)sc3c2c1 | 93 | -6 | -4 | -5 | 94 | -2 | 97 | 93 | 93 | 0 | 98
COc1cc(OC)cc(-c2nc(=S)n3ccsc3n2)c1 | 97 | -1 | 0 | 0 | 96 | 0 | 97 | 97 | 99 | 6 | 96
O=[N+]([O-])c1cc(Cl)ccc1N1CCOCC1 | 99 | -1 | 0 | 0 | 100 | -2 | 98 | 94 | 104 | -6 | 95
CCOC(=O)c1[nH]c(C)c(C(=O)C(C)C)c1C | 102 | -10 | 4 | 1 | 104 | -12 | 97 | 99 | 101 | -14 | 110
O=C(COC(=O)c1ccc(CO)cc1)Nc1ccc(OC(F)F)cc1 | 93 | -4 | -1 | -2 | 94 | -1 | 94 | 94 | 93 | -2 | 94
C[C@H](NS(=O)(=O)c1ccccc1)C(=O)OCC(=O)NC(=O)Nc1ccc2c(c1)OCCO2 | 98 | -7 | -7 | -8 | 98 | -4 | 102 | 102 | 94 | -15 | 99
COCCNC(=S)N/N=C(\C)c1cc2ccccc2o1 | 98 | -6 | -3 | -3 | 97 | 0 | 99 | 100 | 96 | 0 | 103
O=C(Nc1cccc(C(F)(F)F)c1)c1ccc2nc(-c3ccco3)c(-c3ccco3)nc2c1 | 95 | 6 | 17 | 16 | 91 | 21 | 92 | 93 | 92 | 15 | 96
CCOC(=O)c1sc(=S)n(-c2cc(F)ccc2F)c1N | 91 | 5 | 10 | 10 | 90 | 4 | 87 | 93 | 93 | 7 | 85
O=C(Cn1c(SCC(=O)NC2CCCC2)nnc1-c1ccncc1)Nc1ccc2c(c1)OCO2 | 99 | -7 | 0 | -7 | 98 | -9 | 102 | 98 | 90 | -14 | 104
CCC(CC)C(=O)NCCc1cc2cc(C)c(C)cc2[nH]c1=O | 95 | -7 | 0 | -4 | 95 | -5 | 93 | 96 | 95 | -11 | 93
CCOc1ccc(S(=O)(=O)NCCSCc2ccco2)cc1 | 98 | 0 | -1 | -4 | 99 | -5 | 98 | 98 | 99 | 0 | 100
CCc1n[nH]c(=S)n1/N=C/c1cc(Br)c(OC)cc1OC | 99 | -27 | -3 | -7 | 100 | -5 | 97 | 98 | 103 | -5 | 102
CC1CCN(c2c(NCC3CCC(C(=O)N4CCc5ccccc5C4)CC3)c(=O)c2=O)CC1 (stereo not given) | 102 | -9 | -2 | -4 | 100 | -9 | 99 | 100 | 101 | -9 | 101
COC(=O)C1=C(C)N(CCC2=CCCCC2)C(=O)C1 | 101 | -4 | 3 | -5 | 101 | -5 | 101 | 99 | 100 | -7 | 105
Cc1cc(C(=O)NCc2ccccc2)c(=O)[nH]c1C | 103 | 0 | 6 | 0 | 103 | 4 | 105 | 101 | 105 | -9 | 105
CCOC(=O)c1sc(NC(=O)CSc2nc(C)cc(-c3ccccc3)n2)c(C#N)c1C | 103 | -52 | -1 | -3 | 101 | -9 | 103 | 100 | 103 | 21 | 102
CCCC/C(C)=N/NC(=O)CN(c1ccc(Br)cc1)S(=O)(=O)c1ccccc1 | 98 | -14 | -1 | -5 | 102 | -3 | 100 | 97 | 102 | -12 | 102
CCOC(=O)c1c(C)n(-c2ccc(OC)cc2)c2c(C/C(C)=N/O)c(Br)c(OC)c(O)c12 | 105 | 0 | -1 | 0 | 104 | 0 | 105 | 101 | 104 | 0 | 104
O=C(N/N=C/c1ccccc1O)c1cc(=O)[nH]c2ccccc12 | 100 | -6 | -3 | -5 | 100 | -8 | 101 | 101 | 99 | -14 | 101
COc1ccc2[nH]c(C)c(C(=O)CN3CCc4cc(OC)c(OC)cc4C3)c2c1 | 100 | -1 | -2 | 0 | 102 | 0 | 101 | 98 | 101 | -1 | 103
O=C(c1cccc(N2C(=O)C3C4C=CC(C4)C3C2=O)c1)N1CCCc2ccccc21 (stereo not given) | 98 | -1 | -2 | -1 | 96 | -2 | 96 | 94 | 100 | -4 | 97
COC(=O)c1sccc1NC(=S)Nc1ccccc1 | 100 | -13 | -3 | -8 | 101 | -3 | 103 | 101 | 99 | 1 | 106
O=C(/C=C/c1cccc([N+](=O)[O-])c1)Nc1ccccn1 | 91 | 2 | -2 | 1 | 88 | 1 | 86 | 91 | 95 | 5 | 91
